High-throughput results (PubChem BioAssay)
CRFBP-R2 agonist = agonists of CRF-BP/CRF-R2 complex, primary screen, cell-based, HEK293, calcium dye fluorescence, uHTS; CRF-binding protein / CRF receptor 2 complex (human); calcium dye fluorescence (FLIPR); percent of saturating CRF peptide response; activation, % at 13.2 µM; 0.46% of 350,000 active;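 active = activation of at least 50%, plus an integration ratio under a set limit after plate pattern correction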;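 also: plate controls were neutral control wells without compound for no effect and CRF at EC100 for full effect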
M4 PAM = human M4 muscarinic receptor positive allosteric modulators, primary screen, CHO-K1 cells, Fluo-8 calcium fluorescence | AID 624126, 2012 | Muscarinic acetylcholine receptor M4 (Homo sapiens), P08173 | 0.4% of 360,000 active | CHO-K1 hM4/Gqi5, ACh EC20; 0% = ACh EC20, 100% = maximal ACh | activation, % at 3 µM;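 active = activation above its plate's cutoff, the mean activation of sample wells plus 3 SD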; also: some results filed as inactive read as strong as hits
Target sequence (P08173 whole entry, looked up): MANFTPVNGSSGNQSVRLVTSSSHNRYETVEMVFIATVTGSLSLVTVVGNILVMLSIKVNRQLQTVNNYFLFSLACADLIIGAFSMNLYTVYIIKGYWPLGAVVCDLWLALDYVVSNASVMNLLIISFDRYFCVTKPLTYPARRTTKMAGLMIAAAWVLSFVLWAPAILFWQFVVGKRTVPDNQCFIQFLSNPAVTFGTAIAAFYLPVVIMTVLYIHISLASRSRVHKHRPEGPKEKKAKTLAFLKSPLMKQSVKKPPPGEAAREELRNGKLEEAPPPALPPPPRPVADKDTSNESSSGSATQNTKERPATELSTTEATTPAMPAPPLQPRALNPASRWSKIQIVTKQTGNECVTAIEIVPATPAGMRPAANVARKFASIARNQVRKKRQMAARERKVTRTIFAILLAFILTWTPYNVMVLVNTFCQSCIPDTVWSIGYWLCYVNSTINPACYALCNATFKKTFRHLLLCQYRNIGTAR
GalR3 antagonist = GalR3 antagonists in HEK293 cells, primary screen, cell-based, fluorescence readout. Galanin receptor type 3 (Homo sapiens), O60755. HEK293 GalR3-CNG cAMP membrane potential fluorescence; galR3 body fused to GalR1 C-terminus. inhibition, % at 3 µM. 0.44% of 360,000 active;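 active = inhibition above the screen-wide average plus 3 SD, cut at about 13% in these data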;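 also: forskolin and galanin both at EC90 stimulate the cells; cAMP rise reported by CNG channel membrane potential dye signal; 0% = forskolin plus galanin with DMSO and 100% = forskolin alone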
PHOSPHO1 inh = PubChem AID 1565. Phosphoethanolamine/phosphocholine phosphatase (Homo sapiens), Q8TCT1. 1.1% of 290,000 active. recombinant PHOSPHO1, absorbance phosphatase assay. inhibition, % at 13.3 µM; in the data active = inhibition above about 60%
Target sequence (Q8TCT1 whole entry, looked up): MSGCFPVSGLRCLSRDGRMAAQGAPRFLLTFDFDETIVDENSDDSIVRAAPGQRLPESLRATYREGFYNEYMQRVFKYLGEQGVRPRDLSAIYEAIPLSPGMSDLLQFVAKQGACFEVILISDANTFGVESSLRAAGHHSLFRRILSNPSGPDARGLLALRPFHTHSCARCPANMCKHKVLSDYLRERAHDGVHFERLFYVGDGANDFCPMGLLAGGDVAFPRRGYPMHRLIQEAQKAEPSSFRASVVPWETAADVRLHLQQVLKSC
CRFBP-R2 block = antagonists of CRF-BP/CRF-R2 complex, primary screen, cell-based, HEK293, calcium dye fluorescence, uHTS; CRF-induced calcium fluorescence; inhibition, % at 11.8 µM; 0.59% of 350,000 active; AID 588475, 2011;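 active = inhibition of the ligand-induced calcium signal above about 50% at the single tested concentration, limit read from the data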
IDE act = human IDE activators in live cells, primary screen, fluorescence polarization, HEK cells, FAbeta-B substrate | Insulin-degrading enzyme (Homo sapiens), P14735 | FAbeta-B cleavage; 0% vehicle, 100% cell-free pure enzyme wells | activation, % at 5.96 µM | 0.073% of 340,000 active;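 active = activation above the mean of all tested compounds plus 3 SD, set per screening campaign, cut at about 17% in these data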
IDE cell inh = human IDE inhibitors in live cells, primary screen, fluorescence polarization, HEK cells, FAbetaB substrate; FAbetaB cleavage; inhibition, % at 5.59 µM; 0.41% of 320,000 active;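 active = percent inhibition above the average of all tested compounds plus 3 SD, set per screening campaign, cut at about 16% in these data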;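 also: IDE supplied by intact live HEK cells; FP after avidin binding of uncleaved biotin substrate so inhibition keeps polarization high; 0% = DMSO wells and 100% = 60 µM reference IDE inhibitor Ii1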
MEKK3 PB1 HTS = modulators of MEKK3-MEK5 PB1 binding, primary screen, biochemical, wildtype MEKK3, multiplex bead flow cytometry, Alexa488-MEK5 | binding response (% of control), % at 10 µM | Mitogen-activated protein kinase kinase kinase 3 (Homo sapiens), Q99759 | 1.4% of 290,000 active | AID 1529, 2009 | bead-based flow cytometry, Alexa488-MEK5 binding to MEKK3; actives lie on both sides; 0 = blocked by unlabeled MEK5, 100 = vehicle;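 active = binding response more than 3 SD above or below the average of its plate-row segment, actives on both sides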;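 also: Alexa488 bead fluorescence after subtracting the streptavidin-only scavenger bead signal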
p-CIP stab down = p/CIP-EGFP fusion destabilizers, primary screen, fluorescence, F442A cells | Q05BA5 | 16 h | decrease of EGFP signal, % at 10 µM | 0.01% of 290,000 active | AID 1984, 2009;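 active = EGFP signal decrease of at least 30% at 10 µM or well 3 SD below plate mean, unless failing retest; inactive = the rest, including hits failing retest or dose response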; also: some compounds called inactive have numbers as strong as hits; many of its hits are not listed in these tables
Active calls of the source: *; / = not tested or not shown; [ ] = dose if it differs, or a comment. Compounds as they come. Share with any hit: about 4.2%.

Start of the listing, in advance:
Sequence of screens – CRFBP-R2 block, IDE act, M4 PAM, PHOSPHO1 inh, MEKK3 PB1 HTS, p-CIP stab down, GalR3 antagonist, IDE cell inh, CRFBP-R2 agonist
- CNC(=O)/C(=C\C=C\c1ccccc1)NC(=O)c1ccc([N+](=O)[O-])cc1
    4, 4, 7, 7, 73*[inhibitor], -15, -7, 0, -2.1
- Cc1ccc(NC(=O)C2CCCN2S(=O)(=O)c2ccc3c(c2)n(C)c(=O)c(=O)n3C)cc1C (stereo unspecified)
    8, 7, -5, -11, 77, 1, -1, -1, -0.6
- O=C(NCCCN=C1NS(=O)(=O)c2ccccc21)c1ccncc1
    -1, 6, 10, -3, 102, -3, -8, 1, -3.5

Main list, previewed entries included:
Sequence of screens – CRFBP-R2 block, IDE act, M4 PAM, PHOSPHO1 inh, MEKK3 PB1 HTS, p-CIP stab down, GalR3 antagonist, IDE cell inh, CRFBP-R2 agonist
- CNC(=O)/C(=C\C=C\c1ccccc1)NC(=O)c1ccc([N+](=O)[O-])cc1
    4, 4, 7, 7, 73*[inhibitor], -15, -7, 0, -2.1
- Cc1ccc(NC(=O)C2CCCN2S(=O)(=O)c2ccc3c(c2)n(C)c(=O)c(=O)n3C)cc1C (stereo unspecified)
    8, 7, -5, -11, 77, 1, -1, -1, -0.6
- O=C(NCCCN=C1NS(=O)(=O)c2ccccc21)c1ccncc1
    -1, 6, 10, -3, 102, -3, -8, 1, -3.5
- Cc1[nH]c2ccc(Br)cc2c(=O)c1CN1CCCCCC1
    4, 1, -18, 20, 105, -10, 1, -4, 1.7
- Cc1ccc(NC(=O)c2cc(NC(=O)C3CC=CCC3C(=O)O)ccc2N2CCOCC2)cc1Cl (stereo unspecified)
    -3, 4, 6, 5, 108, 3, -4, 1, 1.0
- O=C(COC(=O)c1ccc(F)c(S(=O)(=O)N2CCOCC2)c1)NCc1ccco1
    7, -1, 9, 23, 99, -9, 0, 0, 0.5
- O=C(Nc1cccc(C(=O)N2CCCCC2)c1)c1ccccc1
    -19, -6, 4, /, /, /, -6, /, -1.5
- CS(=O)(=O)C1=NN2C(=N)/C(=C\c3ccc(OC(=O)c4ccco4)cc3)C(=O)N=C2S1
    3, 2, 4, 40, 102, -18, 1, 0, 0.3
- COC(=O)c1cc2ccsc2n1Cc1nc(-c2ccc(OC)cc2)oc1C
    -15, -4, -14, 27, 106, -31, -1, -3, 2.1
- COc1ccccc1C1NC(=O)c2ccccc2O1 (stereo unspecified)
    10, 2, -2, 44, 90, 8, -9, 1, 2.0
- COc1ccc(CCNC(=O)COc2ccc(C)nc2[N+](=O)[O-])cc1OC
    -29, 3, 2, 37, 103, -9, -3, -2, 1.0
- COc1cc(OC)cc(-n2nnnc2SCC(=O)NCCc2ccc(OC)c(OC)c2)c1
    -14, 3, -7, -10, 123, -8, -1, 5, -0.3
- COc1ccc([N+](=O)[O-])cc1NC(=O)C(C)OC(=O)C1CCC1 (stereo unspecified)
    3, 3, 14, /, /, /, -7, 1, -0.4
- Cc1nc(=O)c(-c2ccccc2)c(C)n1-c1ccc(C(=O)O)cc1
    -4, 2, -2, 28, 103, 0, -8, 9, -1.1
- CCOc1ccccc1-n1c(SCC(N)=O)nnc1-c1ccco1
    -20, 4, 7, -12, 101, -13, /, 2, 2.9
- CCOC(=O)c1ccoc1CSCc1ccc(C(=O)OC)o1
    2, -7, 6, -4, 103, -22, 6, -4, -0.1
- CCc1ccc(-c2cc(C(=O)NN3CCOCC3)c3ccccc3n2)s1
    11, 4, 0, 46, 102, 2, -2, -1, -5.9
- CCOc1cc(S(=O)(=O)NCCc2cccc(C)c2)c(OCC)cc1-n1cnnn1
    19, -8, 0, -18, 102, 8, 3, 1, -0.3
- CC(C)N1CCC(NC(=O)NC2CCCCC2)CC1
    6, -1, -4, 37, 101, 1, -6, 4, -0.5
- Cc1ccc2cc(C)c3nnc(SCC(=O)Nc4nc5c(s4)CCCC5)n3c2c1C
    -30, 2, -11, 48, 104, 14, 1, 10, -0.2
- O=C(O)CCc1ccc(-c2cccs2)n1NC(=O)c1ccc(Cl)cc1
    14, -3, -1, 7, 93, -7, 0, 1, 0.3
- COc1ccc(C(=O)NNC(=O)CNC(=O)C2CCCCC2)cc1
    2, 0, -2, 54, 98, -1, -3, -6, -0.4
- CC(NC(=O)CCc1nc2cc(S(=O)(=O)N3CCOCC3)ccc2n1C)c1ccc(S(N)(=O)=O)cc1 (stereo unspecified)
    -11, 5, -3, 26, 106, -8, 0, 0, 5.3
- COc1ccc(C2OC(=O)CC2C(=O)NCc2ccccc2Cl)cc1OC (stereo unspecified)
    22, 2, 2, -5, 105, -17, -6, -1, -3.8
- COCCN(Cc1cc2cc3c(cc2nc1Cl)OCO3)C(=O)c1cccc(C)c1
    -7, -3, -15, 6, 82, 0, -2, 0, 0.2
- CCSc1nc(COC(=O)NC)c(COC(=O)NC)n1C
    -8, -2, 5, /, /, /, 2, /, 3.0
- CCOC(=O)c1c(N2C(=O)Nc3cc(Cl)c(Cl)cc3N2O)sc2c1CCCCC2
    19, 3, 0, 42, 108, 0, /, 4, 28
- O=C(NC(Cc1ccccc1)C(=O)O)/C(=C\c1ccco1)NC(=O)c1ccccc1Br (stereo unspecified)
    4, -2, -2, 6, 101, -1, 0, 10, -2.6
- Cc1ccc(-c2nc(=O)[nH]c3ccccc23)cc1
    -6, 1, 2, 19, 103, -15, -11, 1, -0.1
- CCOc1ccc2ncc(C(=O)c3ccc(OC)cc3)c(N3CCN(CC)CC3)c2c1
    7, -4, -3, 40, 100, 3, /, 5, -1.3
- CCOC(=O)N1CCN(C(=O)CCn2c(=S)[nH]c3ccccc3c2=O)CC1
    10, 6, 10, 24, 104, -3, 2, 2, -0.9
- COc1cc(NC(=O)c2ccc3c(c2)OCCO3)ccc1NC(=O)c1ccco1
    9, 0, -7, 14, 94, 7, 3, 15, -0.4
- Cc1nc(SCc2cccc(C(=O)O)c2)nc2c1CCCC2
    1, 7, 9, 19, 100, -10, -4, 2, -3.7
- COc1ccc(NC(=O)COC(=O)CN2C(=O)c3ccccc3C2=O)cc1
    22, -3, 1, /, /, /, -1, /, 0.9
- CC(Sc1nnc(-c2ccc(O)cc2)o1)C(=O)Nc1cccc2ccccc12 (stereo unspecified)
    11, 4, -1, 46, 107, 0, -5, 1, -3.3
- O=C(NCc1ccccc1)C1CCCN(c2nc3ccsc3c(=O)s2)C1 (stereo unspecified)
    -9, 1, 2, -5, 105, -8, -3, -2, 0.4
- CCN(C(=O)COC(=O)/C=C/c1c(C)nn(-c2ccccc2)c1C)c1c(N)n(Cc2ccccc2)c(=O)[nH]c1=O
    -11, 1, -4, /, /, /, -1, /, 5.4
- O=C(N/N=C/c1ccco1)c1ccc(N2CCCC2=O)cc1
    13, 0, -4, 4, 95, -9, -6, -2, 0.1
- COc1ccc2nc(/C=N/NC(=O)[C@H](C)NC(=O)OC(C)(C)C)ccc2c1
    /, /, /, 3, 99, -5, /, 9, /
- COCCN(C(=O)C1CCC1)c1nnc(-c2cccnc2)s1
    3, 4, 0, -12, 105, -15, -4, 2, 0.5
- O=C(Cn1nnc(-c2cccs2)n1)N1c2ccccc2Sc2ccc(C(F)(F)F)cc21
    -47, -2, -6, /, 111, /, -9, 0, 5.4
- N#Cc1ccc(-c2nc3ccc(Br)cc3c(=O)n2O)cc1
    -5, 7, 6, /, 103, 4, -4, 1, 0.8
- CN1C(N)=NC(=O)/C1=C/c1ccc(OC(F)(F)F)cc1
    7, -1, 3, 7, 108, 11, 11, 1, -1.3
- Nc1ccc(Oc2ccc(Cl)cc2)cc1
    -24, 0, 1, 13, 96, 1, -1, 5, 1.8
- Cc1ccc2nc(-c3sc4nc(C)ccc4c3N)[nH]c2c1
    10, 0, 10, 14, 90, 8, -4, 1, -0.3
- CCOC(=O)c1cc(NC(=O)COc2ccc([N+](=O)[O-])cc2)cc(C(=O)OCC)c1
    -2, 5, 3, 0, 96, -4, -2, 3, 3.6
- COC(=O)c1ccc(C2C(C(C)=O)=C(C)Nc3ncnn32)cc1 (stereo unspecified)
    0, 4, 2, -9, 111, -10, 3, 7, 1.8
- CN1CCC(N(C)C(=O)CCc2nc3ccccc3n2-c2ccccc2)CC1
    7, 3, -4, 8, 98, 4, 6, 2, 7.6
- Cc1nc2sc(C(=O)Nc3ccccc3)c(N)c2c(C)c1[N+](=O)[O-]
    -11, 3, 13, 2, 101, -31, -6, 2, -0.6
- CC(=O)N(CCC1(C(C)C)CCOC(C)(C)C1)Cc1ccco1 (stereo unspecified)
    -2, 8, 2, -7, 91, -9, -6, -3, 0.3
- Cc1cc(C)c(C)c(S(=O)(=O)N2CCN(C(=O)c3ccco3)CC2)c1C
    0, /, 1, /, /, /, -5, 2, -2.1
- Brc1c(CSc2nncc3ccccc23)nc2ccccn12
    7, -2, -9, -13, 107, -3, -3, 2, -3.5
- NS(=O)(=O)c1ccc(NC(=O)Cc2c(F)cccc2Cl)cc1
    -1, 9, 2, -14, 105, -11, -4, 0, -0.1
- Cc1ccc(Cn2nc(C)c(NC(=O)c3cc(-c4ccc5c(c4)OCO5)on3)c2C)cc1
    6, /, /, 14, 101, -11, -5, 3, 1.1
- COc1ccc(S(=O)(=O)N(C)c2ccc(C(=O)Nc3cccnc3)cc2)cc1
    -20, 4, 2, 16, 104, 5, -4, 0, 1.4
- O=C(NCC1CCCO1)C1CCN(C2CCN(C(=O)Cc3ccsc3)CC2)CC1 (stereo unspecified)
    -21, 4, 4, -7, 106, -10, -2, 4, -1.5
- Cc1c(CCO)c(=O)oc2n[nH]c(-c3ccccc3)c12
    -14, 5, -5, 12, 108, 8, 2, -1, -1.0
- Cc1sc2ncnc(N[C@@H](Cc3c[nH]c4ccccc34)C(=O)O)c2c1C
    7, 0, -1, -8, 104, 1, -1, 7, 0.8
